SW480 rerep – induces DNA re-replication in SW480 colon adenocarcinoma cells. AID 624297. Potency, µM (top dose mostly 46.1 µM), inactives show at the highest dose re-replication activation, hits mostly activators. 340,000 compounds, 1.8% hits. SW480 DNA re-replication, Hoechst DNA content imaging, 48 h; note: potency is the fitted concentration of half-maximal effect; % of control where 0% means no effect; nearly all actives have a fitted effect of over 55% in size
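Hoechst fluorescence of nuclei (405 nm excitation, 500-530 nm emission) measured by plate-scanning imager after 48 hr compound exposure at 37 C; re-replication scored as increased number of nuclei with elevated intensity.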
KB-V1 cytotox – KB-V1 MDR subline cytotoxicity. KB-V1 MDR cells viability, CellTiter-Glo, 72 h. Potency, µM (highest dose often 46.1 µM), for inactives: at the top dose activity change, negative = cytotoxicity, usual class: cytotoxic. 400,000 compounds, 3.4% hits. AID 1347076; note: potency is the fitted concentration of half-maximal effect; % is set by controls: 0 for no effect and ±100 for the full control effect; nearly all actives have a fitted effect of over 60% in size
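Readout: CellTiter-Glo luminescence, 10 min after addition. Cells: KB-V1 MDR subline, 72 h at 37 degrees C with compound. Analysis: corrected, normalized data fitted to concentration-effect curves.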
KB-3-1 tox – kills parental KB-3-1 adenocarcinoma cells; KB-3-1 viability, CellTiter-Glo ATP luminescence, 72 h; 400,000 compounds, 1.4% hits; AID 1347075; Potency, µM (titrated, usually from 46.1 µM), inactives show at the top dose activity change, negative = cytotoxic, most hits filed as cytotoxic; note: potency is the fitted concentration of half-maximal effect; % is set by controls: 0 for no effect and ±100 for the full control effect; nearly all actives have a fitted effect of over 60% in size
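Parental KB-3-1 viability, qHTS format: 72 h compound exposure, 37 °C; CellTiter-Glo; media-only wells and DMSO plates as controls; concentration-effect fits on corrected data.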
D3 ag – agonists of human D3 dopamine receptor; D3R DiscoveRx beta-arrestin cells, luminescence, 90 min; max activation, %; 410,000 compounds, 0.58% hits; in the data active = max activation above about 30%; note: 0% is about no effect; mostly tested at two doses, the higher about 12 µM
Target sequence (P35462 whole entry, looked up): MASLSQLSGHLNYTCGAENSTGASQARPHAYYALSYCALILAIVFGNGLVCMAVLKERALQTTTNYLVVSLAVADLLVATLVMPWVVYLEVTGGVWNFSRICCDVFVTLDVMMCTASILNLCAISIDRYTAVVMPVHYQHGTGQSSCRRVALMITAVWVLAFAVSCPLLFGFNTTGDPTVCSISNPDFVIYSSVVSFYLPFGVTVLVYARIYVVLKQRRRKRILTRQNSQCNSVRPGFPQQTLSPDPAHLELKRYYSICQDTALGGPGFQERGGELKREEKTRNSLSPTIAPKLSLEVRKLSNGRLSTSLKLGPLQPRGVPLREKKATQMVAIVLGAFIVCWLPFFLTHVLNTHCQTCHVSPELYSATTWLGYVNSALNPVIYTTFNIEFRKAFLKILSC
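Agonist-mode cell screen: cells plated at 1500/well and incubated overnight at 37 °C, then exposed to library compounds for 90 min at 37 °C. Detection reagent was added for 30–60 min at room temperature, and luminescence was read.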
GLP-1R agonist – GLP-1 receptor (human) agonism. P43220. HEK293 GLP-1R CRE-luciferase, luminescence, 4-6 h; cells express a hypersensitive GLP-1R form. Potency, µM (highest dose often 45.6 µM), inactives show at the top dose activation, most hits filed as activators. 380,000 compounds, 0.007% hits; note: potency is the fitted concentration of half-maximal effect; % of control where 0% means no effect
Target sequence (P43220 whole entry, looked up): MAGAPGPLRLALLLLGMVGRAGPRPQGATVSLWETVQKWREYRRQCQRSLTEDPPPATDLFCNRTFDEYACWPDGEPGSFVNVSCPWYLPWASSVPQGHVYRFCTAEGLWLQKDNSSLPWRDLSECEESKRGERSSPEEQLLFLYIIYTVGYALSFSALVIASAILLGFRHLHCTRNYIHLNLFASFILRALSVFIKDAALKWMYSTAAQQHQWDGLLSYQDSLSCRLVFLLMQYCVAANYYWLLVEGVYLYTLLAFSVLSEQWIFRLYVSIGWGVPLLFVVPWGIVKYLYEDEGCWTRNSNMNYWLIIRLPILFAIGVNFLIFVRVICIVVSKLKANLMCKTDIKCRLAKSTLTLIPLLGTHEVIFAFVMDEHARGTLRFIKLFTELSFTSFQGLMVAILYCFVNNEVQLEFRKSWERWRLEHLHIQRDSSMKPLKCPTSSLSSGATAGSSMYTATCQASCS
HT1080-NT tox – kills 2HG-producing HT-1080-NT fibrosarcoma cells; 360,000 compounds, 1.6% hits; Potency, µM (highest dose often 46.1 µM), for the others: top-dose activity, negative = less viability, usual class: cytotoxic; HT-1080-NT fibrosarcoma viability, CellTiter-Glo ATP luminescence, 48 h;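 note: NT is the 2HG producing partner of a matched IDH1 knockdown line; potency is the fitted concentration of half-maximal effect; 0% = DMSO-treated cells and -100% = media-only wells without cells; nearly all actives have a fitted effect of over 55% in size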
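750 cells/well, RPMI + 5% FBS; 2 h settle, compound pin-transfer, 48 h at 37 degrees C. CellTiter-Glo 10 min RT, luminescence. Normalized to DMSO and media-only wells.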
IL1B secr inh – blocks inflammasome-driven IL-1 beta release. AID 743279. 360,000 compounds, 4.7% hits. THP-1 LPS/ATP IL-1B secretion, AlphaLISA, 16 h; hits give low values. activity change, % at 57.5 µM; in the data active = activity change below about -50%; inconclusive = mostly about -30% to -49%; note: % is set by controls: 0 for no effect and ±100 for the full control effect
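THP-1 cells pretreated 1 hr with compounds (up to 57.5 uM final), then stimulated with LPS (250 ng/mL final) plus ATP (1.25 mM final); secreted IL-1B measured by AlphaLISA after 16 hr, decreased signal indicating inhibition.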
HT1080 IDH1KD tx – toxicity to HT-1080 IDH1 knockdown cells (counter line). HT-1080 IDH1 knockdown viability, ATP luminescence, 48 h. 360,000 compounds, 2% hits. Potency, µM (series often up to 46.1 µM), for the others: at the top dose activity, negative = toxicity, actives largely listed as cytotoxic;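 note: potency is the fitted concentration of half-maximal effect; 0% = DMSO wells and -100% = cell-free medium wells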
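Viability of IDH1-knockdown HT-1080 fibrosarcoma cells was assessed by CellTiter-Glo after 48 h at 37 °C with titrated compound; concentration-effect curves were classified by fit quality and response size.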
DRD3 antagonist – antagonists of human D3 dopamine receptor; P35462; D3R cells, DiscoveRx beta-arrestin luminescence, antagonist mode; hits give low values; max response, negative = inhibition, %; 360,000 compounds, 2.5% hits; AID 652054; in the data active = max response below about -50%; inconclusive = no clear call, values can overlap the other calls; note: % is set by controls: 0 for no effect and ±100 for the full control effect; mostly tested at two doses, the higher about 12 µM
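Cells expressing the human receptor were seeded at 1500 cells/well, incubated overnight at 37 degrees C in 5% CO2, then exposed to library compounds with dopamine controls for 90 minutes at 37 degrees C before luminescent detection.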
The depositor's hits bear a star; ? = inconclusive; . = not tested or not shown; [ ] = remark or other dose. Unless noted, calls come from the whole dose curve; as a rule, active = well fitted curve in the direction sought with a large enough effect; inconclusive = small, poorly fitted or top-dose-only effect, or another doubt; inactive = no such curve, though single readings can be large; an effect the other way counts as inactive or inconclusive. Compounds were not picked by outcome, and some 12% of all compounds hit somewhere here.

1: CCOc1cccc(C(=O)Nc2ccccc2N2CCN(C(=O)C(C)C)CC2)c1
2: COc1ccc2[nH]c(=O)c(CN(C(=O)c3ccco3)C(C)C)cc2c1
3: COc1ccc2[nH]c3c(c2c1)CCN1C(=O)C(CC(=O)NCCCn2ccnc2)C[C@H](C(=O)N2CCOCC2)[C@@]31CCC1CCCC1 (some centres not stated)
4: COC(=O)c1ccc(NC(=O)c2cc3sccc3n2C)cc1
5: COc1ccc(OCc2cc(C(=O)N3CCCCCC3)no2)c(Cl)c1
6: COc1cccc(S(=O)(=O)N(C)C[C@H]2Oc3ncc(Br)cc3C(=O)N([C@@H](C)CO)C[C@@H]2C)c1
7: CCN(CC)S(=O)(=O)c1ccc(C(=O)Nc2ccc(OCC(=O)N3CCOCC3)cc2)cc1
8: CCCC(c1nnnn1C(C)(C)C)N1CCN(c2ccccc2)CC1 (configuration not stated)
9: Oc1ccc(C[C@H]2CNC(=S)N2C[C@H]2CCCN2C[C@H](Cc2ccccc2)N2C[C@H](Cc3ccc(O)cc3)N(CC3CCCCCC3)C2=S)cc1
10: O=C(Oc1c(CN2CCOCC2)cc(Cl)c2cccnc12)c1cccs1

entry no.	1	2	3	4	5	6	7	8	9	10
SW480 rerep	?	-3%	-23%	9%	0%	.	-3%	-61%[inhibitor]	.	8.2µM*
KB-V1 cytotox	?	-1%	-2%	2%	.	9%	5%	?	0%	?
KB-3-1 tox	-4%	-5%	?	0%	.	9%	1%	4%	?	?
D3 ag	-6	-3	4	-1	1	1	-2	4	0	-19
GLP-1R agonist	4%	17%	-2%	-14%	11%	11%	-3%	13%	-1%	8%
HT1080-NT tox	8%	-6%	-1%	-5%	-8%	-2%	8%	3%	29µM*	2.9µM*
IL1B secr inh	-53*	-1	-22	6	-20	-16	4	2	0	-58*
HT1080 IDH1KD tx	-2%	8%	1%	-1%	-1%	-2%	3%	-1%	18µM*	3.7µM*
DRD3 antagonist	5	-7	16	11	18	4	-1	3	-27	-63*

Part of the list above, reduced to GLP-1R agonist, D3 ag and DRD3 antagonist.
entry	compound	GLP-1R agonist	D3 ag	DRD3 antagonist
6	COc1cccc(S(=O)(=O)N(C)C[C@H]2Oc3ncc(Br)cc3C(=O)N([C@@H](C)CO)C[C@@H]2C)c1	11%	1	4
7	CCN(CC)S(=O)(=O)c1ccc(C(=O)Nc2ccc(OCC(=O)N3CCOCC3)cc2)cc1	-3%	-2	-1
8	CCCC(c1nnnn1C(C)(C)C)N1CCN(c2ccccc2)CC1 (configuration not stated)	13%	4	3
9	Oc1ccc(C[C@H]2CNC(=S)N2C[C@H]2CCCN2C[C@H](Cc2ccccc2)N2C[C@H](Cc3ccc(O)cc3)N(CC3CCCCCC3)C2=S)cc1	-1%	0	-27
10	O=C(Oc1c(CN2CCOCC2)cc(Cl)c2cccnc12)c1cccs1	8%	-19	-63*

More records
11: O=C(CCl)Nc1ccccc1Sc1ccccc1
12: COc1cccc(NC(=O)CC(=O)c2ccccc2)c1
13: CCC(=O)Oc1ccc(C(=O)Nc2ccc3c(c2)C(=O)N(C2CCCCC2)C3=O)cc1
14: Cc1nc(-c2ccccc2)nc2[nH]c(-c3ccccc3)cc(=O)c12
15: CCN(Cc1ccccc1)C(=O)CN1C(=O)NC(CC)(c2ccc(F)cc2)C1=O (configuration not stated)
16: Cn1c2c(c3ccccc31)CC/C2=N\O
17: CCCCCCC(=O)N/N=C1\CCCc2ccccc21
18: O=C(NCc1ccccc1)C1=C[C@H](c2ccc3c(c2)OCO3)C[C@H](OCc2ccc(CO)cc2)O1
19: N#Cc1ccc(OCc2nnc(SCC(=O)c3ccccc3)n2-c2ccccc2)cc1
20: Cc1nc2ccc(NC(=S)N3CCOCC3)cc2nc1C

entry no.	11	12	13	14	15	16	17	18	19	20
SW480 rerep	-6%	-5%	?	-2%	19%	-1%	-11%	4%	-3%	1%
KB-V1 cytotox	0%	3%	?	?	-16%	0%	10%	9%	-11%	7%
KB-3-1 tox	-3%	-1%	?	-16%	-8%	1%	9%	?	-7%	-4%
D3 ag	-6	-6	-2	-5	-12	1	-11	1	-15	-3
GLP-1R agonist	0%	16%	-5%	-10%	12%	18%	5%	9%	2%	-2%
HT1080-NT tox	-7%	-13%	?	-14%	-2%	-16%	-4%	-2%	-7%	0%
IL1B secr inh	?	-5	5	-6	-22	?	14	-17	-19	-9
HT1080 IDH1KD tx	-3%	-1%	?	-13%	-5%	-10%	0%	-4%	-8%	-1%
DRD3 antagonist	?	-8	?	-10	-8	25	15	-4	11	-10

21: c1ccc(N2CCN(c3c4c(nc5ncnn35)CCC4)CC2)cc1
22: COc1ccc(N2C(=O)CSC23C(=O)N(CC(=O)NCc2ccccc2)c2ccccc23)cc1 (configuration not stated)
23: O=C(NCCSCc1c(F)cccc1Cl)Nc1ccccc1
24: Cn1c(=O)[nH]c(=O)c2c1nc(NCCO)n2CCOc1ccccc1
25: Cc1ccc(CSCCNC(=O)CN(c2ccc(F)cc2)S(C)(=O)=O)cc1
26: Clc1ccc(C2=Nn3c(nnc3-c3cc(-c4ccccc4)n[nH]3)SC2)cc1
27: COc1cc2c(cc1NC(=O)c1cc(-c3ccccn3)nc3ccccc13)oc1ccccc12
28: Cc1cccc(NC(=O)C(=O)NNC(=O)c2ccc(C(C)(C)C)cc2)c1
29: COc1ccc2sc(-c3ccc(SC)cc3)c(-c3ccc(O)cc3)c2c1
30: Cc1ccccc1NC(=O)Cn1c(=O)n(CCC(=O)N2CCc3ccccc3C2)c(=O)c2ccccc21

entry no.	21	22	23	24	25	26	27	28	29	30
SW480 rerep	-12%	.	2%	6%	-3%	13%	2%	?	-6%	.
KB-V1 cytotox	2.9µM*	-16%	-1%	?	5%	?	-2%	?	?	2%
KB-3-1 tox	-6%	1%	5%	-4%	4%	?	7%	-1%	?	-1%
D3 ag	12	3	4	-12	1	1	20	8	5	-9
GLP-1R agonist	-7%	2%	15%	-6%	18%	7%	13%	-4%	-5%	2%
HT1080-NT tox	7%	.	3%	-3%	5%	-5%	18%	6.5µM*	?	.
IL1B secr inh	-1	.	-75*	11	36	9	13	-1	-7	.
HT1080 IDH1KD tx	1%	.	-1%	-1%	5%	?	19%	8.2µM*	?	.
DRD3 antagonist	19	.	41	13	3	?	1	-1	38	.

31: CCCC(C)C(=O)Nc1ccc(S(N)(=O)=O)cc1 (configuration not stated)
32: O=C(CCCCCN1C(=O)c2cccc3cccc(c23)C1=O)NCc1cccnc1
33: COc1ccc(S(=O)(=O)Nc2cccc(F)c2C)cc1C(=O)N1CCOCC1
34: O=C(NCCCn1ccnc1)C(=O)NCC(c1ccco1)N1CCN(c2ccc(F)cc2)CC1 (configuration not stated)
35: CCOc1nc(-c2ccccc2O)nc2ccccc12
36: O=C(NNc1ncnc2c1cnn2-c1ccc(F)cc1)c1cccs1
37: N=c1n(CCO)c2ccccc2n1CCOc1ccc(Cl)cc1Cl
38: C=C1SC(=Nc2ccccc2Cl)N(C(=O)c2sc3ccccc3c2Cl)C1(C)C
39: CSc1cccc(NC(=O)C2CCN(S(=O)(=O)c3ccc4c(c3)NC(=O)CO4)CC2)c1
40: O=S1(=O)c2ccccc2Nc2ccccc21

entry no.	31	32	33	34	35	36	37	38	39	40
SW480 rerep	0%	-1%	-16%	2%	-4%	20%	4%	?	-3%	25%
KB-V1 cytotox	?	?	0%	-23%	-22%	?	-3%	?	-20%	14%
KB-3-1 tox	5%	3%	6%	7%	5%	-3%	?	?	-13%	8%
D3 ag	-5	-6	2	1	5	2	8	-4	1	3
GLP-1R agonist	-3%	12%	6%	6%	3%	6%	-3%	20%	0%	17%
HT1080-NT tox	3%	2.9µM*	13%	0%	2%	-18%	21µM*	?	-24%	-3%
IL1B secr inh	15	.	-3	-2	8	-19	-102*	-7	?	-73*
HT1080 IDH1KD tx	8%	2.3µM*	0%	0%	12%	-14%	?	-27%	-15%	4%
DRD3 antagonist	-2	-20	-21	-2	4	14	5	-10	2	0

41: CCc1nc2ccc(C(=O)Nc3ccc(OC)c(OC)c3)cn2c1N(CC)Cc1cccc(Br)c1
42: CCCCc1nnc(NC(=O)c2oc3ccc(OC)cc3c2C)s1
43: NS(=O)(=O)c1ccc(CNC(=S)NCc2ccc(Cl)cc2)cc1
44: O=S(=O)(NCC1CCN(S(=O)(=O)c2ccccc2)CC1)c1ccccc1
45: CCOC(=O)c1ccc(CN2CCCC(C)(C(=O)NCCOC)C2)cc1 (configuration not stated)
46: CC(=O)N1CCN(C(=O)c2oc3ccccc3c2C)CC1
47: COc1ccc(/C=C/c2c([N+](=O)[O-])c(=O)n(C)c(=O)n2C)c(OC)c1
48: CCOC(=O)CN1C(=O)CC(c2ccc([N+](=O)[O-])cc2)C1=O (configuration not stated)

entry no.	41	42	43	44	45	46	47	48
SW480 rerep	.	3%	-2%	5%	.	-17%	-1%	-25%
KB-V1 cytotox	?	-27%	22%	?	5%	13%	-25%	-4%
KB-3-1 tox	?	0%	-13%	-6%	0%	11%	-17%	-3%
D3 ag	-2	-4	-10	4	7	-3	3	1
GLP-1R agonist	-2%	-2%	10%	0%	8%	1%	5%	-5%
HT1080-NT tox	?	1%	-8%	5%	22%	10%	5%	6%
IL1B secr inh	-57*	-29	39	-2	22	-5	-28	20
HT1080 IDH1KD tx	16µM*	-1%	-12%	15%	0%	3%	0%	8%
DRD3 antagonist	?	-14	-21	-19	17	-11	-14	-18

Another view of part of the listing above.
| cpd | SMILES | SW480 rerep | KB-V1 cytotox | KB-3-1 tox | D3 ag | GLP-1R agonist | HT1080-NT tox | IL1B secr inh | HT1080 IDH1KD tx | DRD3 antagonist |
| --- | --- | --- | --- | --- | --- | --- | --- | --- | --- | --- |
| 41 | CCc1nc2ccc(C(=O)Nc3ccc(OC)c(OC)c3)cn2c1N(CC)Cc1cccc(Br)c1 | . | ? | ? | -2 | -2% | ? | -57* | 16µM* | ? |
| 42 | CCCCc1nnc(NC(=O)c2oc3ccc(OC)cc3c2C)s1 | 3% | -27% | 0% | -4 | -2% | 1% | -29 | -1% | -14 |

Screens: PubChem, National Center for Advancing Translational Sciences (NCATS)
